Screening data (PubChem)
hcGAS inh: inhibitors of human cGAS. AID 1259398. 290,000 tested, 0.081% active. recombinant h-cGAS, ATP depletion, Kinase-Glo luminescence. inhibition, % at 12.5 µM. Q8N884; in the data active = inhibition above about 40%;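 also: 0% = vehicle reaction and 100% = reaction without DNA for no activity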
Target sequence (Q8N884 whole entry, looked up): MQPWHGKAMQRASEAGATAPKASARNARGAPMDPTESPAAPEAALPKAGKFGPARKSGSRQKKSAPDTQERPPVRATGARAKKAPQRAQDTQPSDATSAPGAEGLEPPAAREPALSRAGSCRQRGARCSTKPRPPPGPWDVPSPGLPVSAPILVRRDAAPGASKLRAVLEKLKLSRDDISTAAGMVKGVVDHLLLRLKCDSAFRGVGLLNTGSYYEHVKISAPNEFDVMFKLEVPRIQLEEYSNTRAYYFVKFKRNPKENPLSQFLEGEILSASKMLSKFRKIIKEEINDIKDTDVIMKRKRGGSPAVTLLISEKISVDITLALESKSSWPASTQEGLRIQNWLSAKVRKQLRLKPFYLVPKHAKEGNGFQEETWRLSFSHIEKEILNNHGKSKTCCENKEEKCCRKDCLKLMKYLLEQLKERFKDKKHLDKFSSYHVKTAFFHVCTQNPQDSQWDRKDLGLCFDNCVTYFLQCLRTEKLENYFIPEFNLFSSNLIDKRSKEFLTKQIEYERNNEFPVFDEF
Numbers without * were called inactive. An excerpt; count on the stated rates, not on these rows.

SMILES	hcGAS inh
CCCC1(c2ccccc2)NC(=O)N(CC(=O)NC23CC4CC(CC(C4)C2)C3)C1=O (stereo unspecified)	-9.6
CC(Cc1cccnc1)NC(=O)c1ccccc1OC1CCN(S(C)(=O)=O)CC1 (stereo unspecified)	-4.6
CCCn1ccnc1-c1c(-c2ccccc2)ncn1Cc1cccnc1	-1.8
O=S(=O)(/C=C/c1ccccc1)N(Cc1ccc(C(F)(F)F)cc1)C1CC1	-0.9
CC(O)CN1CCC(CNC2CC(C)OC2=O)CC1 (stereo unspecified)	-7.4
O=S(=O)(c1ccccc1)N(c1ccc(Cl)cn1)C(F)F	-9.1
CCCSc1ncc(CN2CCCC2c2ccccn2)cn1 (stereo unspecified)	-5.8
CC1(C)O[C@@H]2CC3C4CCC5=CC(=O)C=C[C@]5(C)C4[C@@H](O)C[C@]3(C)[C@]2(C(=O)CO)O1 (stereo partly specified)	-3.3
CCCC(=O)Nc1ccc(NCc2ccc(C)s2)cc1	-6.8
Cc1cccc(NC(=O)CCC2CCN(C(=O)C3CCOC3)CC2)c1 (stereo unspecified)	-7.8
CSCCC(=O)N(Cc1ccsc1)CC(C)C	0.5
Cc1c(C(C)NC(=O)CN2CCCC2=O)cnn1-c1ccccn1 (stereo unspecified)	-6.6
N#C/C(=C\c1ccc[nH]1)c1nc2ccc(C(F)(F)F)cc2s1	-8.5
Cc1ccc(C(=O)NCCC(=O)N2CCc3nc(C)n(C)c(=O)c3CC2)cc1	-3.9
Cc1occc1C(=O)N1C[C@H]2OC(=O)N(CCc3cccc(Cl)c3)[C@H]2C1	-5.9
Cc1cccc(NC(=O)NC(=O)CN2CCCC2c2ccc3c(c2)OCCCO3)c1C (stereo unspecified)	-4.2
CC1C(=O)N(CC(=O)N2CCN(c3ncccn3)CC2)C(=O)N1c1ccccc1 (stereo unspecified)	0.9
COc1ccc(C(=O)CCC(=O)N2CCC(Cc3nncn3C)CC2)cc1	0.0
O=C(Nc1ccc2c(c1)CN(Cc1ccoc1)CC2)C1CCCO1 (stereo unspecified)	-4.3
O=C(NCc1cccnc1)c1cccc(OC2CCN(C(=O)C3CCCO3)CC2)c1 (stereo unspecified)	-7.2
Cc1ccccc1-c1noc(CCCC(=O)N2C[C@H]3CC[C@H]2C3)n1	-5.7
CC1CCCCN1CC(=O)Nc1ccc(S(=O)(=O)N(C)Cc2ccccc2)cc1 (stereo unspecified)	-3.8
C/C(=C\c1ccccc1)CN1CCC(CN)C1 (stereo unspecified)	-3.9
Cc1cc(CS(=O)(=O)NC(C)c2ccc(Cl)cc2)on1 (stereo unspecified)	-5.9
CC(=O)Nc1ccc(-c2nccn2CC(C)Oc2cccnc2)cc1 (stereo unspecified)	-2.8
Cc1noc(C)c1C(=O)NC(C)CC1=CCCN(CCCF)C1 (stereo unspecified)	-6.7
O=C(COc1ccc(Br)cc1CO)NCc1cccs1	-8.1
CC1(C(=O)Nc2ccc(F)c(-n3cccc3)c2)CCOCC1	0.3
C=CCNc1ccccc1C(=O)N[C@H](C(N)=O)C(C)C	-2.6
CCN1C(=O)SC(Nc2ccc(C)c(Cl)c2)C1=O (stereo unspecified)	-3.0
O=C([C@H]1C[C@@H]2C=C[C@H]1C2)N1CCC(CO)(CCc2ccccc2)CC1	-3.2
Cc1csc(SCC(=O)NC2CCCc3c2cnn3-c2ccc(F)cc2F)n1 (stereo unspecified)	6.9
COc1ccc(Br)cc1CCC(=O)N1CCC(O)CC1	-6.4
CCN(CC(C)(C)O)c1ncnc2c1c(Br)nn2C	-7.5
COc1ccc(C=Nc2cc(C(F)(F)F)ccc2N2CCCCC2)cc1O	-0.4
O=C1c2ccccc2NC(c2cnn(-c3ccccc3)n2)N1C1CCCC1 (stereo unspecified)	-6.2
Cc1cc2c(cc1O)NC(=O)CC2c1ccc(CN(C)S(C)(=O)=O)o1 (stereo unspecified)	-3.0
Cc1cc(C)nc(NOC(=O)c2ccccc2)n1	1.8
COCC1CCCCN1C(=O)c1cccc(OC2CCN(C(=O)C3CC3)CC2)c1 (stereo unspecified)	-9.1
O=C(CCn1cc(Br)cn1)N1CCN(C2C3CC4CC(C3)CC2C4)CC1 (stereo unspecified)	4.0

Single values from the results shown.
In hcGAS inh, Cc1cc(CS(=O)(=O)NC(C)c2ccc(Cl)cc2)on1 (stereo unspecified) is listed with -5.9
In hcGAS inh, CC1(C(=O)Nc2ccc(F)c(-n3cccc3)c2)CCOCC1 is listed with 0.3

The results go on.
SMILES	hcGAS inh
COc1ccc(-c2nccn2-c2ccccc2CCO)cc1C	-5.9
COCCNC(=O)CCC1CCN(C(=O)CCc2cc(C)cc(C)c2)CC1	4.1
O=C(Cc1nn2cnc3ccccc3c2nc1=O)c1ccccc1	-8.9
COc1ccc(C)cc1NC(=O)Cn1nc2n(c1=O)CCCCC2	1.9
CN(Cc1nc2ccccc2c(=O)[nH]1)C(=O)Nc1ccc(F)cc1	-9.6
CC(=O)Nc1ccc(CN2CCC(CO)(CCOc3ccccc3)CC2)cc1	2.1
COc1ccccc1OC(C)c1nc(Cc2cccc(C(F)(F)F)c2)no1 (stereo unspecified)	-5.6
CSC(C)C(=O)NC1CCCN(c2cccc(F)c2)C1=O (stereo unspecified)	-6.7
CNC(=O)C(C)N(C)Cc1cccc(-c2ccco2)c1 (stereo unspecified)	0.0
C[C@H]1CC2C3CCC4=CC(=O)C=C[C@]4(C)[C@@]3(F)[C@@H](O)C[C@]2(C)[C@@]1(O)C(=O)COP(=O)(O)O (stereo partly specified)	-3.0
FC(F)(F)Oc1ccc(N=Cc2ccsc2)cc1	5.8
O=C(Cc1cccc(O)c1)N1CCC(COc2ccccn2)CC1	4.4
Cc1nc2sccc2c(=O)n1NC(=O)c1ccccc1Cl	-6.3
CCn1c(C2CCCN(C(=O)Cc3sc(C)nc3C)C2)nn(C)c1=O (stereo unspecified)	-3.7
CCN(CC(=O)Nc1cc(Cl)ccc1C)C(=O)c1ccc(C2SCCS2)cc1	-10.7
CNc1ccncc1S(=O)(=O)NC	-4.6
CCn1c(N)c2c(=O)n(CC)c3c(c2c(C#N)c1=O)CCc1ccccc1-3	-1.3
C=CC[C@@H]1CC=C[C@@H](C)N1C(=O)COc1cccc(NC(=O)CC)c1	-5.2
COC(=O)c1coc(CN2C[C@H]3C[C@H](O)[C@@H](O)C[C@H]3C2)n1	-5.3
CC(C)(C)c1cc(N=Cc2ccccc2O)no1	0.5
NC(=O)c1ccc(CN2CCN(C(=O)c3ccc(F)cc3)CC2)cc1	-6.3
Cc1ccc(OCCN(C)Cc2c(C)nn(C)c2Cl)c(C)c1	-4.1
O=S(=O)(/C=C/c1ccccc1)NC12CC3CC(CC(C3)C1)C2	1.0
CN(C)CCNC(=O)c1cc2n(n1)CCCN(C(=O)C1C=CCN1)C2 (stereo unspecified)	3.7
N#Cc1nncn1CC(=O)c1ccc(C2CCCCC2)cc1	-1.2
CCc1c(C)sc2nc(SCC(=O)c3ccc[nH]3)n(CC)c(=O)c12	-9.6
N#Cc1cc(F)c(NCC2CC(=O)Nc3ccccc32)c(F)c1 (stereo unspecified)	2.4
Cc1ccc(NC2(C(=O)N3CC[C@H](O)[C@@H](O)C3)CCCCC2)cc1C	-4.3
CC(C)c1ccc2[nH]c(O)c(N=NC(=O)C3CC3)c2c1	-8.5
CCOC(=O)c1nnn(Cc2ccccc2Cl)c1NC(=O)Nc1ccc(C)cc1	3.5
O=C(O)c1cccnc1CN1CCNC(=O)C1c1cccc(F)c1 (stereo unspecified)	-6.9
COc1cc(-c2ncccc2C(F)(F)F)cc(OC)c1OC	-5.2
O=C(O)CC1C(=O)NCCN1Cc1cccnc1 (stereo unspecified)	-8.7
CNc1ccccc1C(C)(C)c1cc(-c2ccccc2C)no1	-5.8
Cc1ccc(NC(=O)CC(=O)NCCc2nc(C)cc(C(F)(F)F)n2)cc1	-5.6
CCCC(NCc1cccnc1)c1ccccc1 (stereo unspecified)	0.5
CC(C)(C)n1ccc(C(=O)N2CCOC(c3ccc(Cl)cc3)C2)c1 (stereo unspecified)	-3.9
O=c1c(SCc2ccc(Cl)cc2)c(SC2CCCCO2)cnn1-c1ccccc1 (stereo unspecified)	-0.7
NC(=O)c1ccnc(-c2ccc(Cl)c(Cl)c2)c1	-4.3
O=C(c1cnn2ccccc12)N1C[C@H]2OC(=O)N(Cc3ccccn3)[C@H]2C1	-7.4
Cc1c(C(=O)NCc2nccn2Cc2ccccc2)cnn1-c1ccccn1	0.0
CC(C)C(NC(=O)c1cc2ccccc2o1)c1nnc2n1CCNCC2 (stereo unspecified)	-6.1
CC(NC(=O)c1ccc[nH]c1=O)c1ccc(Cl)cc1 (stereo unspecified)	-5.6
Cc1ccc(C)c(OCCN(C)C(=O)c2cnc(NC(C)C)nc2)c1C	0.4
Cc1nn(C)cc1-c1ccnc(NCCCN2CCCC2)n1	-8.0
Cc1cc(C(=O)NCC2CCN(C(=O)C(F)(F)F)CC2)c(C)s1	-0.3
CN1CCCC2(CCN(C(=O)c3cn4c5c(cccc5c3=O)CC4)C2)C1=O (stereo unspecified)	-4.8
Cc1ccn(-c2ccc(NC(=O)c3ccccn3)cc2)n1	-46.1
O=C(CCc1cccs1)NNC(=O)c1cccc(O)c1	3.6
CN1C(=O)C2CSCN2C1=S (stereo unspecified)	-3.5
Cc1nc(C(=O)NCc2csc(-c3ncccn3)n2)cs1	-3.7
CC(Cc1ccc2ccccc2c1)NC(=O)NC1CCN(C)C1=O (stereo unspecified)	-5.9
O=C(Nc1cccc(S(=O)(=O)Nc2ccc(Br)cc2)c1)C1CCCCC1	-9.2
CC(C)c1cc(C2CCN(C(=O)C3CC(=O)c4ccccc43)CC2)[nH]n1 (stereo unspecified)	-6.0
O=C(C1CCCC1)N(Cc1ccccc1)Cc1nc2ccsc2c(=O)[nH]1	-0.6
CCCN(Cc1cccnc1)C(=O)c1ccc2ncsc2c1	-2.6
c1ccc(COCc2c(-c3ccccc3)ncn2CC2CCCO2)cc1 (stereo unspecified)	-2.7
CCOc1ccccc1CN1CCNC(=O)C1CC(=O)NCCCn1cccn1 (stereo unspecified)	-5.6
CCOc1ccc(S(=O)(=O)NNC(=O)c2ccc3c(c2)OCCO3)cc1	-14.4
CN(Cc1ccc2c(c1)OCCO2)S(=O)(=O)c1ccc(Cl)c(C(F)(F)F)c1	-4.8

In the list so far, these have a cyano group:
SMILES	hcGAS inh
N#C/C(=C\c1ccc[nH]1)c1nc2ccc(C(F)(F)F)cc2s1	-8.5
CCn1c(N)c2c(=O)n(CC)c3c(c2c(C#N)c1=O)CCc1ccccc1-3	-1.3
N#Cc1nncn1CC(=O)c1ccc(C2CCCCC2)cc1	-1.2
N#Cc1cc(F)c(NCC2CC(=O)Nc3ccccc32)c(F)c1 (stereo unspecified)	2.4

Additional results follow.
SMILES	hcGAS inh
CCc1ncc(C(=O)N(Cc2ccccn2)CC2CCCO2)cn1 (stereo unspecified)	-4.8
CC(=O)Nc1ccc(S(=O)(=O)N(C)c2nc3ccccc3nc2Cl)cc1	-11.7
CS(=O)c1ccc(NS(=O)(=O)c2ccc3c(c2)CCCC3)cc1 (stereo unspecified)	-3.7
O=c1c2ccsc2ncn1Cc1ncc(-c2ccc(F)cc2)o1	-9.1
CC(NC(=O)c1cccc(OC2CCN(S(C)(=O)=O)CC2)c1)c1cccs1 (stereo unspecified)	-5.1
Cc1ccc(-c2nc(N(C)CCO)ncc2-c2ccc3c(c2)OCCO3)cc1	-5.3
Cc1cc(F)cc(-c2c(-c3ccccc3)ncn2CCCC(=O)N(C)C)c1	-5.3
C=CCN(Cc1ccccn1)Cc1ccnc2ccccc12	-4.1
CCOc1cccc(-c2nc(-c3ccc(O)c(O)c3)cs2)c1	0.9
CC1(C)CC(=O)C2=C(C1)OC(c1ccccc1)(C(C)(C)C)NC2=O (stereo unspecified)	-6.2
c1ccc(CCc2noc(COc3ccc(-n4cnnc4)cc3)n2)cc1	-5.9
Cc1cccc(-n2cc(CN(C)C(C)C(=O)Nc3nccs3)cn2)c1 (stereo unspecified)	0.6
CSc1cc(-c2ccc(Cl)cc2Cl)[nH]c(=O)c1C#N	-1.1
O=C(CCc1ccccc1)Nc1ccnn1C1CCN(C(=O)C2=CCCC2)CC1	-1.7
Cc1cccc(N2CCN(C(=O)Cc3ccccc3O)C(C)C2)n1 (stereo unspecified)	-6.6
N#Cc1c(-c2ccccc2)cc(-c2ccccc2)n(S(=O)(=O)c2ccccc2)c1=O	-2.9
Cc1csc(C(C)NC(=O)N(C)C(C)c2sc(C)nc2C)n1 (stereo unspecified)	-5.2
COc1ccccc1-n1cc(CN2CCC(CO)(CCOc3ccccc3)CC2)cn1	-2.1
CCOc1nc(NC(C)c2ccccc2)ncc1Br (stereo unspecified)	-5.0
CSCc1ccc(C(=O)NC(C)c2cnn(-c3ccccn3)c2C)o1 (stereo unspecified)	-2.9
O=C(NC[C@H]1CCc2ccccc2O1)c1cnn2c1CCCC2	-3.9
COCCc1noc(CN(C)C(=O)c2oc3cc(C)ccc3c2C)n1	-3.3
O=C(c1ccc(-c2ncc[nH]2)s1)N1CC[C@@H](c2ccc(F)cc2)[C@H](O)C1	-5.2
CCOC(=O)C1(CCOc2ccccc2)CCN(Cc2csc(C(C)=O)c2)CC1	-4.9
CN(CCc1ccccn1)C(=O)CCC1CCCN(C(=O)Cn2cnc3ccccc32)C1 (stereo unspecified)	-6.5
CC(C)CN1CC(C(=O)NCCS(=O)(=O)N2CCCC2)CC1=O (stereo unspecified)	-6.5
CCc1cc[n+](CC(=O)c2ccc(F)cc2)cc1C(=O)O	-6.6

Structures shown so far containing two or more sulfur atoms:
SMILES	hcGAS inh
CSCCC(=O)N(Cc1ccsc1)CC(C)C	0.5
Cc1csc(SCC(=O)NC2CCCc3c2cnn3-c2ccc(F)cc2F)n1 (stereo unspecified)	6.9
CCN(CC(=O)Nc1cc(Cl)ccc1C)C(=O)c1ccc(C2SCCS2)cc1	-10.7
CCc1c(C)sc2nc(SCC(=O)c3ccc[nH]3)n(CC)c(=O)c12	-9.6
O=c1c(SCc2ccc(Cl)cc2)c(SC2CCCCO2)cnn1-c1ccccc1 (stereo unspecified)	-0.7
CN1C(=O)C2CSCN2C1=S (stereo unspecified)	-3.5
Cc1nc(C(=O)NCc2csc(-c3ncccn3)n2)cs1	-3.7
CS(=O)c1ccc(NS(=O)(=O)c2ccc3c(c2)CCCC3)cc1 (stereo unspecified)	-3.7
CC(NC(=O)c1cccc(OC2CCN(S(C)(=O)=O)CC2)c1)c1cccs1 (stereo unspecified)	-5.1
Cc1csc(C(C)NC(=O)N(C)C(C)c2sc(C)nc2C)n1 (stereo unspecified)	-5.2
